Eya2 phos inh: blocks the phosphatase activity of human Eya2 | O00167 | recombinant Eya2, OMFP fluorescence dephosphorylation (OMFP is methylfluorescein phosphate) | Potency, µM (doses to about 76.9 µM), without a hit: at the highest dose activity, negative = inhibition, most hits filed as inhibitors | 330,000 compounds, 0.006% hits; also: potency is read from the fitted curve at half-maximal effect; % is scaled to controls: 0 for no effect and ±100 for the full control effect
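Eya2 (0.2 uM) preincubated 10 min at ambient with compound, then OMFP substrate added at 50 uM; 10 min reaction in 50 mM HEPES pH 7.5, 50 mM NaCl, 5 uM MgCl2, 0.05% BSA, 1 mM DTT. Fluorescence read at Ex 485/Em 525 nm.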
USP2a inh: USP2a (human) protease inhibition. USP2 core, Ub-CHOP2 coupled fluorogenic reporter, 485/531. Potency, µM (highest dose often 38.3 µM), without a hit: at the top dose activity change, negative = inhibition, hits mostly inhibitors. 330,000 compounds, 0.01% hits;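 also: potency is read from the fitted curve at half-maximal effect; plate controls were DMSO wells for no effect and full inhibition by NEM control for full effect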
Target sequence (O75604 whole entry, looked up): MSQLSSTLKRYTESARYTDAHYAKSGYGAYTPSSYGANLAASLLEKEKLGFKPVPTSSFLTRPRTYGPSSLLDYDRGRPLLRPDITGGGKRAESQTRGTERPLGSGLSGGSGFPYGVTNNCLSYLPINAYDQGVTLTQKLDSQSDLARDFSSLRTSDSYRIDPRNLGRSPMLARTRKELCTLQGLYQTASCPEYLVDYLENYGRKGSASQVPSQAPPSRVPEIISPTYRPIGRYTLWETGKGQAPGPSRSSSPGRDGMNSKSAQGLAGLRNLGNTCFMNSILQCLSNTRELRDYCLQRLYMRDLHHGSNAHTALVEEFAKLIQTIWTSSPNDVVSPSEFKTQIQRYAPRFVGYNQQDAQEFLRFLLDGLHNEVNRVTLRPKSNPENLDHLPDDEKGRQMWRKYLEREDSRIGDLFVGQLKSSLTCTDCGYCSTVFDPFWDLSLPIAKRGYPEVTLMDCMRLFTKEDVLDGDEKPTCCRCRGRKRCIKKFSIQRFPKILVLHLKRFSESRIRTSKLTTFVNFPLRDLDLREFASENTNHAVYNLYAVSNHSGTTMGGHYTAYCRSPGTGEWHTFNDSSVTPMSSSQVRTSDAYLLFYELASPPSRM
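USP2 core (10nM final) preincubated 30min RT with compound in 20mM Tris-HCl pH 8.0, 2mM CaCl2, 2mM beta-mercaptoethanol, 0.05% CHAPS; 25nM Ub-CHOP2 plus 25nM reporter substrate added, fluorescence (Ex485/Em531) read after 60min.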
TRPV1 agonist: agonists of human vanilloid receptor 1 (TRPV1); 320,000 compounds, 0.19% hits; TRPV1-expressing cells, Fluo-8 calcium influx, agonist mode; AID 540275; activation, % at 8.33 µM; Q8NER1; in the data active = activation above about 80%; inconclusive = between about 30% and that limit; also: 0% is about no effect
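TRPV1-expressing cells were cultured overnight at 35.5C and loaded with Fluo-8 calcium dye for 40 to 90 min at room temperature. After a 10 s baseline, compound was added and calcium influx was read kinetically for 3 min (ex 480/em 520 nm).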
Mito fusion yeast: inhibitors of mitochondrial division or activators of mitochondrial fusion | AID 485298 | Potency, µM (top dose mostly 46.1 µM), inactives show at the top dose growth rescue (activation), usual class: activators | 320,000 compounds, 0.23% hits | S. cerevisiae fusion-defective mutant growth rescue, CellTiterGlo 48 h;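 also: potency is read from the fitted curve at half-maximal effect; % of control where 0% means no effect; nearly all actives have a fitted effect of over 45% in size; temperature-sensitive fusion mutants such as fzo1-1 at 37 °C on non-fermentable ethanol glycerol medium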
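Growth-rescue viability read-out: after 48 h at the non-permissive 37C in glycerol/ethanol YPEG, yeast mitochondrial fusion mutants are measured by CellTiterGlo luminescence; compounds (23 nl pinned per well) restoring growth score as division inhibitors or fusion activators.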
KCNH2 3.1 inh: KCNH2 3.1 (human) potassium channel inhibition. U2OS KCNH2 3.1, thallium flux FluxOr; hits give low values. activity change, % (tested at about 1.8 µM). 340,000 compounds, 0.95% hits. AID 720553;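 active = maximum activity change below -70%; inconclusive = maximum activity change from -70% to -50%; inactive = maximum activity change above -50%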;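 also: thallium influx rate constant from kinetic fluorescence after stimulation buffer; % is scaled to controls: 0 for no effect and ±100 for the full control effect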
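Thallium flux via FluxOr fluorescence (Red40 quencher, 45 min loading) in U2OS cells virally expressing the KCNH2 3.1 isoform (1.77 x 10^8 /mL virus, overnight at 37 C). Rate constants from 2-min kinetic reads post-stimulation, normalised to positive and negative controls.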
TCR act: T cell receptor activation. primary human leukocytes, anti-CD3, IL-2 HTRF, 48 h. Potency, µM (series often up to 9.22 µM), without a hit: at the highest dose activation of IL-2 secretion, usual class: activators. 330,000 tested, under 10 active. AID 504894; also: % of control where 0% means no effect
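TCR engagement came from a-CD3 beads alone, with compounds added to primary human leukocytes for 48 hr. Secreted IL-2 bridged europium cryptate- and d2-labelled anti-IL-2 antibodies, giving FRET emission at 665nm after 320nm excitation.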
AT treatment: potential ataxia-telangiectasia treatment. Potency, µM (highest dose often 57.5 µM), without a hit: top-dose activation, hits mostly activators. 320,000 compounds, 0.19% hits. […] A-T fibroblasts, KAP-1 phosphorylation AlphaLISA; neocarzinostatin DNA damage 30 min before lysis. AID 485349; also: potency is read from the fitted curve at half-maximal effect; % of control where 0% means no effect; nearly all actives have a fitted effect of over 45% in size
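ATM-like activity read as KAP-1 phosphorylation via AlphaLISA donor/acceptor antibody pairs after lysis and 6 hr at 25C. Cells were ATM-null patient fibroblasts ([…], hTERT), dosed 60 min, then exposed to the DSB inducer NCS for 30 min.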
KCNH2 WT inh: blocks the wildtype human KCNH2 potassium channel | Q12809 | U2OS, BacMam KCNH2, thallium flux FluxOr; hits give low values | activity change, % at 1.84 µM | 340,000 compounds, 0.37% hits | AID 720551;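 active = maximum activity change below -70%; inconclusive = maximum activity change between -70% and -50%; inactive = maximum activity change above -50%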; also: % is scaled to controls: 0 for no effect and ±100 for the full control effect
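U2OS cells transduced with wild-type KCNH2 virus are loaded with FluxOr dye for 45 min, and thallium flux is measured in kinetic reads before and after stimulation buffer. Rate constants are normalized to DMSO controls.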
ELG1 repair inh: ELG1-dependent DNA repair inhibition. HEK293T ELG1-luciferase reporter, luminescence, 16 h; DNA damage induced by 5-fluorouridine. Potency, µM (top dose mostly 46.1 µM), for the others: top-dose activity change, negative = inhibition, actives largely listed as inhibitors. 330,000 compounds, 2.3% hits. AID 504467; also: potency is read from the fitted curve at half-maximal effect; % is scaled to controls: 0 for no effect and ±100 for the full control effect; nearly all actives have a fitted effect of over 55% in size
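Reporter activity after DNA damage by 5-fluorouridine is monitored. Compound-treated cells incubate 16 hr at 37 °C, then ONE-Glo is added for 30 min before luminescence reading.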
TSHR antagonist: antagonists of human thyroid stimulating hormone receptor. P16473. TSHR-expressing cells, TSH-stimulated cAMP HTRF, 2 h; hits give low values. activity change, negative = inhibition, % at 11.5 µM. 330,000 compounds, 0.2% hits;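 active = activity change below a set negative limit, meaning inhibition stronger than a set level, cut at about -70% in these data; inconclusive = activity change between two set negative limits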; also: % is scaled to controls: 0 for no effect and ±100 for the full control effect
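Competitive HTRF cAMP read-out (cryptate anti-cAMP antibody, cAMP-d2; 30 min, room temperature) in freshly harvested TSHR cells. Compounds added before TSH at EC80 (4nM final), followed by 2 hours' incubation at 37 deg C.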
Starred values were filed as active, the others as inactive; ? = inconclusive; · = no result given; [ ] = remark or other dose. Unless noted, calls follow the shape of the dose curve; as a rule, active = well fitted curve in the direction sought with a large enough effect; inconclusive = small, poorly fitted or top-dose-only effect, or another doubt; inactive = no such curve, though single readings can be large; an effect the other way counts as inactive or inconclusive. Some of the compounds tested (hit frequency here may not be typical).

item	SMILES	Eya2 phos inh	USP2a inh	TRPV1 agonist	Mito fusion yeast	KCNH2 3.1 inh	TCR act	AT treatment	KCNH2 WT inh	ELG1 repair inh	TSHR antagonist
1	Cc1c(CC(=O)NCCC(C)C)c(=O)oc2cc3c(cc12)CCC(C)(C)O3	3%	-1%	-4	-4%	14	-4%	4%	-12	12%	8
2	CCN(CC(=O)NCCc1ccc(Cl)cc1)Cc1nc2ccccc2c(=O)[nH]1	5%	-2%	19	-2%	-3	-3%	0%	3	-5%	-2
3	CC1(C)CC(=O)C(C=NCCN2CCN(CC(=O)Nc3ccc(Cl)cc3)CC2)=C(O)C1	5%	0%	2	-5%	7	1%	7%	·	0%	12
4	COC(=O)c1c(O)c2ccccc2[nH]c1=O	16%	1%	-1	0%	-11	0%	-3%	2	-1%	8
5	CCSC1(SCC)N=C(N)C2(C#N)C(c3ccc(F)cc3)C12C#N (stereo not drawn)	-19%	3%	4	3%	-4	-19%	13%	-4	?	16
6	CCCn1nnc(NC(=O)c2cc(Br)ccc2OC)n1	-11%	5%	6	-5%	1	1%	-1%	-2	9%	13
7	O=C(CCC(=O)N1CCSc2ccccc21)NCc1cccc(Br)c1	4%	-2%	20	2%	-2	-2%	1%	-7	1%	13
8	Cc1nc(CC(=O)N2CCN(c3cccc(C)c3C)CC2)cs1	1%	1%	?	0%	17	-3%	-2%	-6	?	-5
9	O=C(CCN1C(=O)c2ccccc2C1=O)N1CCC(c2ccccc2)C1 (stereo not drawn)	-2%	-1%	9	0%	0	-6%	7%	2	?	-9
10	COc1ccc(-c2cccc([C@H]3[C@@H]4C=CCC[C@@]4(C)C(=O)N3Cc3ccccc3)c2)cc1	-17%	4%	?	-13%	-10	0%	13%	-8	?	2
11	COc1ccc(-c2c[n+](CC(=O)OC3CC(C)CCC3C(C)C)c3n2CCC3)cc1 (stereo not drawn)	-22%	8%	2	4%	-17	2%	0%	-38	?	-15
12	C=CCn1c(SCC(=O)Nc2cccc(C)c2)nnc1-c1cnccn1	6%	0%	-2	0%	-14	3%	8%	6	-12%	-1
13	CCC(C)C(=O)Nc1nnc(SCC(=O)Nc2ccccc2F)s1 (stereo not drawn)	-1%	0%	1	-15%	-11	-1%	0%	-1	-11%	5
14	Cc1ccc(N2CCN(S(=O)(=O)c3ccc(-n4cnnn4)cc3)CC2)c(C)c1	-20%	0%	?	33%	-23	-3%	-1%	26	15%	-8
15	CC(C)c1ccc(CNC(=O)C2CCCN2S(=O)(=O)c2ccccc2)cc1 (stereo not drawn)	-7%	4%	13	-11%	7	-6%	29%	7	?	4
16	CN(C)/C=C/C(=O)c1ccccc1OCc1cnc(Cl)s1	-2%	-1%	1	3%	10	13%	1%	·	2%	-11
17	O=C(c1ccco1)N1CCN(Cc2cccc(F)c2)CC1	2%	-9%	7	8%	7	0%	·	1	6%	3
18	COC(=O)c1ccc(NC(=O)CN(c2ccc(OC)cc2)S(C)(=O)=O)cc1	-5%	-2%	0	0%	8	0%	6%	2	?	7
19	Cc1ccc(-c2cc(C(=O)NC3CCN(Cc4ccccc4)CC3)c3ccccc3n2)cc1	-30%	1%	3	-3%	?	-3%	-3%	3	11%	2
20	CNc1snc(C)c1C(=O)OCC(=O)Nc1ccc(C)cc1F	-19%	0%	?	9%	-2	-4%	0%	-6	13µM*	-23
21	Cc1ccc(NC(=O)C(=O)c2c[nH]c3ccccc23)cc1	5%	-1%	4	3%	8	4%	-6%	-5	?	-12
22	O=C(O)c1ccn(Cn2cnc3ccccc32)n1	2%	-1%	3	0%	-3	-1%	-6%	2	15%	-2
23	Cc1ccc(NC(=O)c2ccc([N+](=O)[O-])o2)cc1S(=O)(=O)N1CCOCC1	3%	7%	8	17%	11	-2%	1%	5	?	13
24	O=C(C1CCCN1S(=O)(=O)c1ccc(Cl)cc1)N1CCCCC1 (stereo not drawn)	-4%	-7%	-1	-2%	8	-1%	1%	-7	5%	4
25	O=C(c1cc(COc2ccc(F)c(F)c2)on1)N1CCN(C/C=C/c2ccccc2)CC1	-6%	-7%	20	-11%	-24	-8%	1%	2	-12%	-9
26	COc1ccc(C2C(C(=O)N3CCCC3)CC(=O)N2c2ccc(OC)cc2)cc1 (stereo not drawn)	-14%	1%	0	0%	2	·	0%	5	-1%	-3
27	Cc1cc2c(c(=O)n1CCCn1ccnc1)C(c1ccco1)C(C#N)=C(N)O2 (stereo not drawn)	-14%	4%	0	1%	18	10%	-3%	30	-1%	-7
28	CCN(CC)CCCNC(=O)c1cc(-c2ccc(Cl)c(Cl)c2)on1	12%	-2%	5	-1%	?	-1%	-4%	20	?	2
29	O=C(Nc1nccs1)c1ccc([N+](=O)[O-])cc1	11%	-1%	10	-3%	-6	-3%	-3%	-7	?	8
30	Cc1nnc(-c2ccc(N3CCCCCC3)c([N+](=O)[O-])c2)o1	-5%	2%	?	3%	9	4%	-8%	-6	5%	-9
31	CNS(=O)(=O)c1cn(CC(=O)NCc2ccc(F)cc2)cc1S(=O)(=O)NC	5%	2%	2	8%	2	3%	-2%	0	-1%	3
32	CC(C)OC(=O)CSc1nc2cc3c(cc2cc1C#N)OCO3	0%	1%	?	0%	-2	5%[46.1 µM]	2%	-1	?	-7
33	Cc1nc(-c2ccc(F)cc2)c(CC(=O)Nc2ccc(C)c(S(=O)(=O)N3CCOCC3)c2)s1	-22%	-4%	8	3%	-6	0%	-3%	0	?	8
34	O=C(Nc1ncccn1)c1ccc([N+](=O)[O-])o1	-1%	?	6	3%	-1	3%	19%	-1	28%	17
35	O=C(c1ccc2c(c1)OCO2)C1CCCN(Cc2ccccc2OC(F)F)C1 (stereo not drawn)	13%	-5%	16	-4%	-22	-2%	1%	28	?	-2
36	CN(C(=O)CN1CCN(c2cnn(-c3ccccc3)c(=O)c2Cl)CC1)C1CCS(=O)(=O)C1 (stereo not drawn)	10%	2%	-1	2%	3	-1%	-3%	-9	0%	-12
37	CC(C)(C)C(=O)N1CCN(C(c2ccccc2)c2ccccc2)CC1	6%	4%	?	10%	2	1%	0%	-16	-10%	-4
38	Cc1ccc(OCCn2ccc(=O)[nH]c2=O)cc1C	-15%	1%	1	3%	1	-1%	4%	3	-1%	-6
39	CCSc1cc(N2CCOCC2)nc(-c2ccccc2)n1	-9%	-2%	28	-9%	-1	-3%[46.1 µM]	-1%	-16	-25%	11
40	CC(C)N(Cc1nccn1C)C(=O)c1cc(COc2ccc3ncccc3c2)on1	5%	3%	-6	3%	-3	-1%	4%	0	-13%	-21
41	CCOC(=O)c1c(C)nc2sc3c(=O)n(-c4ccc(C(C)=O)cc4)nnc3c2c1-c1ccc(OC)cc1	14%	1%	-9	0%	-6	5%	7%	-21	?	-10
42	C=C(Cl)COc1cc(C)cc2oc(=O)cc(CC)c12	-4%	1%	-1	11%	8	3%	5%	0	10%	10
43	CC1CC(=O)Nc2ccccc2N1C(=O)Nc1ccc(F)cc1 (stereo not drawn)	-5%	5%	-4	1%	13	-3%	16%	1	?	-15
44	CCc1ccc(C(=O)COC(=O)c2cnccn2)cc1	-4%	2%	10	-5%	4	-3%	-2%	6	11%	8
45	Cc1ccc(C(=O)COC(=O)c2cc(=O)[nH]c3ccccc23)cc1	-8%	-2%	0	1%	-5	-5%	-1%	11	25%	-3
46	CC(OC(=O)Cn1[nH]c(=O)c2ccccc2c1=O)C(=O)Nc1ccc(Cl)cn1 (stereo not drawn)	1%	1%	0	-7%	14	-2%	9%	-12	10%	2
47	CC(=O)c1ccc(N(CC(=O)NC2CCCC2)C(=O)c2ccc(C)s2)cc1	7%	2%	0	-4%	-16	-2%	-1%	10	0%	-4
48	COc1ccc(OC)c(NC(=O)CSc2ccc(-c3cccnc3)nn2)c1	12%	-2%	7	2%	2	-4%	0%	-2	-2%	-11
49	COc1cc(C(c2c(C)[nH][nH]c2=O)c2c(C)[nH][nH]c2=O)cc(Cl)c1O	-10%	2%	-3	-3%	-26	3%	-6%	-2	20%	35
50	Cc1ccc(C)c(C(=O)c2ccccc2NC(=O)c2ccccn2)c1	8%	2%	?	-2%	8	-1%	5%	2	-18%	-12
51	CCCn1c2ccccc2c2cn[nH]c(=O)c21	4%	-9%	1	-17%	22	14%	-9%	-4	?	3
52	O=C(CCC(=O)Nc1cccc([N+](=O)[O-])c1)N/N=C/c1cccs1	-11%	2%	-3	-2%	2	-4%	6%	-2	2%	11

Screens: PubChem BioAssay, National Center for Advancing Translational Sciences (NCATS)
